From PubChem BioAssay
MITF inh: human MITF inhibition, primary screen | O75030 | 650,000 tested, 0.91% active | inhibition, % at 2.6 µM | AlphaScreen MITF homodimerization, bead proximity signal; in the data active = inhibition above about 50%;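 note: 0% = vehicle wells with protein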
Target sequence (O75030 whole entry, looked up): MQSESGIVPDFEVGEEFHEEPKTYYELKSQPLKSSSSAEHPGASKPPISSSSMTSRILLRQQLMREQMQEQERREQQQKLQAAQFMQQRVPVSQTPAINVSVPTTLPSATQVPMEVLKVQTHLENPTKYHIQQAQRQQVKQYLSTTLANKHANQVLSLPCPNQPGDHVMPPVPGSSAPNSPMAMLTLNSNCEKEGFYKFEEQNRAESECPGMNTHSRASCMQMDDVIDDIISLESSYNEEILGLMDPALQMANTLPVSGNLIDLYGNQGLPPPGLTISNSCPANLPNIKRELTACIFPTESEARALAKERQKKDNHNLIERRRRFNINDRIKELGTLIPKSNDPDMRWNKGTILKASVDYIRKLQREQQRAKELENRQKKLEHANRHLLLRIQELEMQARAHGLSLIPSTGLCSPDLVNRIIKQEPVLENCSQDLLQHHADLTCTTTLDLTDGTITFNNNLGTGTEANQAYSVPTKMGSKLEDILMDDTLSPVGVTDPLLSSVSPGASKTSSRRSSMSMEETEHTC
GPR151 activ: human GPR151 activation; Q8TDV0; PathHunter beta-arrestin GPR151 cells, luminescence; activation, % at 11.2 µM; 650,000 tested, 1% active; in the data active = activation above about 4.9%;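 note: 0% = median of compound wells and 100% = cells with positive control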
Target sequence (Q8TDV0 whole entry, looked up): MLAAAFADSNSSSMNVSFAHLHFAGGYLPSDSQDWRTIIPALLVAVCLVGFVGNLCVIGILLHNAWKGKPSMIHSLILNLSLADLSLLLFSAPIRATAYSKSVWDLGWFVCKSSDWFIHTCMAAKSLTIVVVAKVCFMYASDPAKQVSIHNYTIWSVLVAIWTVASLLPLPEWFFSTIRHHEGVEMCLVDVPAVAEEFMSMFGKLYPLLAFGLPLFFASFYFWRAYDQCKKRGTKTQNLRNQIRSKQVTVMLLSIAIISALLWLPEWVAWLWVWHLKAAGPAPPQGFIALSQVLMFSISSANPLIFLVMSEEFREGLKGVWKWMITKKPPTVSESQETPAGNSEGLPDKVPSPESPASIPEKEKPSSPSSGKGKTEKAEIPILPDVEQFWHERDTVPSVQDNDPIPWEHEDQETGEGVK
FBW7 act: activators of human E3 ligase FBW7. AlphaScreen FBW7–phospho-cyclin E peptide binding, activator screen. normalized activity (activation), % at 26.1 µM. 650,000 tested, 0.13% active; in the data active = normalized activity above about 1.9%;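 note: purified mutant Fbw7 with reduced substrate affinity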
TEAD-YAP block: TEAD-YAP interaction inhibition; HEK-TIYL cells, TEAD-Gal4/YAP UAS-luciferase luminescence; inhibition, % at 9.12 µM; 640,000 tested, 1.4% active; in the data active = inhibition above about 32%;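 note: 0% = median of test compound wells and 100% = reference inhibitor wells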
An asterisk follows results filed as active.

SMILES	MITF inh	GPR151 activ	FBW7 act	TEAD-YAP block
COCCn1cnc2c1c(=O)n(Cc1c(F)cccc1Cl)c(=O)n2Cc1ccccc1	-4.9	0.5	-0.1	-19.1
Cc1cccnc1NC(=O)CCCCC(=O)O	-6.7	1.3	-0.1	0.1
CCCCCNC(=O)c1ccc(Cn2c(SCC(=O)Nc3ccc(CC)cc3)nc3ccccc3c2=O)cc1	6.1	0.3	0.0	7.9
COc1ccc(F)cc1S(=O)(=O)N1CCN(c2c(C)nn(-c3ccccc3)c2C)CC1	6.2	0.1	-0.1	-0.1
CCOC(=O)c1csc(Cc2nc(O)cs2)n1	-6.5	-3.8	-0.3	-20.4
COc1ccc(-c2cnc(SCCNC(=O)c3ccc(F)c(F)c3)[nH]2)cc1	16.7	3.5	0.4	-7.4
CSc1cccc(NC(=O)C(CC(C)C)N2Cc3ccccc3C2=O)c1 (centres undefined)	6.8	-0.5	0.9	4.9
CCOC(=O)c1sc(NC(=O)c2ccc(Cl)s2)c(C(=O)OCC)c1C	14.8	-0.4	0.0	1.4
CC1(C)C(N(O)C(=O)NC2CCCCC2)N(C2CCCCC2)C(=O)N1CCC(=O)NN (centres undefined)	1.5	-2.1	-0.1	14.7
O=C(NCCc1c[nH]c2ccccc12)C(F)(F)C(F)F	4.2	0.6	0.1	-5.3
Cc1nc2ccccn2c1/C(O)=C1\C(=O)C(=O)N(CCN(C)C)C1c1ccco1 (centres undefined)	-7.2	0.5	0.0	-4.3
CC(=O)N1CCN(Cc2cccc(F)c2)CC1	9.8	5.4*	0.1	15.4
CCCOc1ccc(/C(O)=C2\C(=O)C(=O)N(CCCN3CCOCC3)C2c2ccccc2F)cc1C (centres undefined)	-2.2	-1.0	0.2	-1.4
CCSc1ccc2nnc(-c3cccc(F)c3)n2n1	10.3	0.4	0.0	-3.8
Cc1onc(-c2ccccc2)c1C(=O)Nc1ccc(S(=O)(=O)N2CCCCCC2)cc1	16.2	0.7	0.1	6.6
NC(=O)C1CCN(c2nc(-c3ccc(Cl)cc3Cl)cs2)CC1	10.8	0.8	0.1	10.3
CC(=O)c1cccc(-c2nc(Nc3ccc(Oc4ccccc4)cc3)c3ncn(CCN4CCCC4=O)c3n2)c1	6.8	1.2	0.1	20.3
O=C1N(CN2CCN(c3cccc(Cl)c3)CC2)c2ccccc2C12OCCCO2	8.3	-0.4	0.1	6.2
COc1ccc(-c2cc(NCc3cc(OC)c(OC)c(OC)c3)ncn2)cn1	-9.8	0.8	-0.4	-1.6
COC(=O)C1=CN(C2CC2)C=C(C(=O)OC)C1c1cc(OC)c(OC)c(OC)c1	-8.1	-0.2	0.0	-22.3
CSc1ncc(C(=O)Nc2ccc3c(c2)OCO3)c(C)n1	3.5	-0.1	-0.4	-20.1
COc1ccc(CCNc2cc(Nc3cnccn3)nc(N)n2)cc1	-5.5	-0.5	-0.1	34.9*
CCOC(=O)C(=O)c1cc(-c2ccccc2)c(-c2ccccc2)s1	7.0	-0.2	-0.3	-0.6
CN(C)C(=O)/C(=C\c1cccc(Br)c1)NC(=O)c1ccccc1	8.0	0.7	0.0	1.7
C=CCNC(=O)C1CCCN1S(=O)(=O)c1ccccc1 (centres undefined)	-4.5	-1.7	0.1	0.1
CCOC(=O)C(NC(=O)c1ccc(OC)cc1)(Nc1ccc(C(C)=O)cc1)C(F)(F)F (centres undefined)	1.0	3.7	0.2	-4.0
COc1ccc(S(=O)(=O)Oc2ccc(Cl)cc2)cc1	-29.2	0.2	0.2	1.9
CCN1C(=O)/C(=C/c2ccco2)S/C1=N/S(=O)(=O)c1ccc(Cl)cc1	4.0	0.8	-0.1	-10.3
CS(=O)(=O)NCc1nnc(SCc2c(F)cccc2Cl)o1	2.0	2.2	-0.2	12.6
O=C(NCC1CCCO1)C(=O)Nc1ccc(F)cc1 (centres undefined)	10.6	-1.6	-0.1	-44.8
CCNc1nc(SCC(=O)Nc2ccc(Cl)c(Cl)c2)nc(N2CCOCC2)n1	2.0	0.6	0.3	-1.7
COc1ccc(-c2nn(-c3ccccc3)cc2C2NC(=O)NC(C)=C2C(=O)OC(C)C)cc1 (centres undefined)	-1.9	-0.8	-0.1	-13.5
CCCC(C)C1C(C#N)=C(N)Oc2n[nH]c(C)c21 (centres undefined)	5.1	1.2	-0.3	16.1
O=C1C=CCN1c1ccc([N+](=O)[O-])cc1	-7.8	0.8	0.0	3.9
COc1cc(SC)ccc1C(=O)NC(C)C1CC2CCC1C2 (centres undefined)	-3.5	0.8	0.0	0.0
CCOC(=O)c1c(C)n(C)c2c1cc(OC(=O)CC)c1ccccc12	23.1	-2.5	0.2	1.5
O=C(c1cccc(C(F)(F)F)c1)N1CCCCCC1	17.7	-0.2	0.3	5.1
c1ccc(OCCSc2nnnn2-c2ccccc2)cc1	-6.7	0.4	0.2	-29.6
c1coc(-c2ccccc2CN2CCOc3ccc(CN4CCOCC4)cc3C2)c1	18.8	-1.3	0.5	-1.1
COC(=O)c1cc(N=C2C(=O)N(C)c3ccccc32)cc(C(=O)OC)c1	-4.2	1.1	0.0	2.6
COC(=O)CSc1nc2ccc(NC(=O)CSc3nnc(N)s3)cc2s1	-10.2	0.0	-0.1	5.5
Cc1ccc(NC(=O)C2CCCN2C(=O)OCc2ccccc2)c(C)c1 (centres undefined)	4.7	1.3	0.2	-1.3
CC(=O)c1ccc(N2C(=O)N(C)c3ccccc3S2(=O)=O)cc1	-4.3	-1.2	-0.1	6.2
COc1ccc(NCC(=O)N/N=C/c2ccc(OC)c(OCc3ccccc3)c2)cc1	4.8	-1.1	-0.1	6.9
Cc1ccc(C(=O)COC(=O)c2cc(-c3ccc(C)c(C)c3)nc3ccc(C)cc23)cc1	1.4	0.1	-0.1	7.4

Compound profiles, as listed above. Order of screens: MITF inh | GPR151 activ | FBW7 act | TEAD-YAP block
COC(=O)c1cc(N=C2C(=O)N(C)c3ccccc32)cc(C(=O)OC)c1 as listed: -4.2 | 1.1 | 0.0 | 2.6
c1ccc(OCCSc2nnnn2-c2ccccc2)cc1 as listed: -6.7 | 0.4 | 0.2 | -29.6
c1coc(-c2ccccc2CN2CCOc3ccc(CN4CCOCC4)cc3C2)c1 as listed: 18.8 | -1.3 | 0.5 | -1.1
COC(=O)CSc1nc2ccc(NC(=O)CSc3nnc(N)s3)cc2s1 as listed: -10.2 | 0.0 | -0.1 | 5.5
CCOC(=O)c1c(C)n(C)c2c1cc(OC(=O)CC)c1ccccc12 as listed: 23.1 | -2.5 | 0.2 | 1.5

Going on with the list.
SMILES	MITF inh	GPR151 activ	FBW7 act	TEAD-YAP block
CCOc1ccc(NC2=NC(C(=O)Nc3ccccc3)CC(=O)N2)cc1 (centres undefined)	5.9	-2.0	0.3	-9.6
CC#CCCCC(=O)Nc1ccc(C(=O)O)cc1	1.6	0.8	-0.1	0.8
COC(=O)[C@H]1CN(C(=O)c2ccncc2)C[C@@H]1c1ccc(F)cc1	6.4	0.4	0.0	2.7
COc1ccc(C2CC(c3c(-c4ccccc4)c4cc(Cl)ccc4[nH]c3=O)=NN2S(C)(=O)=O)cc1 (centres undefined)	5.7	-1.0	0.0	2.4
CCCCc1ccc(C2=N/C(=C\c3cccc(F)c3)C(=O)O2)cc1	-0.4	-0.9	0.1	2.9
COc1ccc(C(=O)/C=C/NCc2ccccc2)cc1OC	1.4	-1.1	0.0	16.9
N#C/C(=C\c1ccco1)C(=O)Nc1ccc([N+](=O)[O-])cc1Cl	2.7	-0.5	0.1	3.8
CC(=O)c1ccc(NC(=O)Cn2cnc3c(cnn3-c3ccc(C)c(C)c3)c2=O)cc1	-10.8	-0.1	0.0	11.6
CCc1ccc2[nH]c3nc(SC(C)C(=O)O)nnc3c2c1 (centres undefined)	22.8	-0.9	0.1	-52.9
CCOC(=O)c1ccccc1NC(=O)c1nn(-c2cc(OC)cc(OC)c2)c(=O)c2ccccc12	8.5	0.2	-0.1	3.8
Cn1c(COc2cccc3cccnc23)nnc1SCC(N)=O	-6.5	0.1	-0.1	0.6
Nn1c(SCC(=O)N2CCCc3ccccc32)nnc1C(F)(F)F	-2.2	-1.0	0.1	1.4
COc1cccc2c1CC(C(=O)Nc1ccc(-c3cn[nH]c3)cc1OCCN(C)C)CO2 (centres undefined)	-1.6	1.8	-0.3	8.0
Clc1c(OCCCCN2CCOCC2)ccc2ccccc12	13.4	0.1	-0.1	-22.6
COc1ccc2oc(=Nc3cccc(C(F)(F)F)c3)c(C(=O)Nc3ccccc3)cc2c1	-10.7	-0.2	0.3	-12.7

Part of the list above in order of SMILES length, ascending.
SMILES	MITF inh	GPR151 activ	FBW7 act	TEAD-YAP block
CC#CCCCC(=O)Nc1ccc(C(=O)O)cc1	1.6	0.8	-0.1	0.8
COc1ccc(C(=O)/C=C/NCc2ccccc2)cc1OC	1.4	-1.1	0.0	16.9
CC(=O)c1ccc(NC(=O)Cn2cnc3c(cnn3-c3ccc(C)c(C)c3)c2=O)cc1	-10.8	-0.1	0.0	11.6

Other results follow:
SMILES	MITF inh	GPR151 activ	FBW7 act	TEAD-YAP block
C=CCc1cc(OC)ccc1OCCNCCN	24.0	1.1	-0.1	5.9
CC(C)c1ccc(-c2csc(NC(=O)c3cccc(Cl)c3)n2)cc1	1.3	-0.5	0.0	-6.4
CCOC(=O)c1c(NC(=O)c2cccc(OCC)c2)sc2c1CCCC2	6.9	-0.1	0.0	-3.2
COC(=O)c1ccc(N2C(=O)CC(N3CCN(c4cccc(C(F)(F)F)c4)CC3)C2=O)cc1 (centres undefined)	22.8	2.9	0.2	-17.7
CC(=O)c1cccc(-c2ccc(Oc3ccccc3N3CCOCC3)nc2)c1	10.0	1.5	-0.7	-31.6
Cc1nc(Sc2nnc3cc(C)c4ccccc4n23)c2c3c(sc2n1)CCCC3	-15.3	-1.2	0.1	0.3
COc1ccc(-c2csc(NC(=O)CSc3nnc4ccccn34)n2)cc1	-1.6	1.0	0.0	2.6
O=[N+]([O-])c1ccc(CSc2ccc(-c3ccccn3)nn2)cc1	1.7	-1.0	-1.3	-11.5
O=C1CCCN1CCn1cnc2c(NCCOc3ccccc3)nc(-c3ccccc3)nc21	2.8	-0.6	-0.1	9.9
Cc1ccc(-n2ncc3c(=O)n(CC(=O)N4CCCC4)cnc32)cc1	30.7	-0.3	1.1	1.6
Cc1ccc(-c2cc(-c3ccccc3)nc(SCCS(=O)(=O)Cc3ccc(Cl)cc3)c2C#N)cc1	-0.7	-3.1	0.0	-4.8
CN1C(=O)CC(C(=O)Nc2ccc(Br)cc2)SC1=Nc1cccc(F)c1 (centres undefined)	9.3	0.0	0.1	8.5
COc1ccc(-c2nc3ccccn3c2C)cc1	9.3	-7.8	0.2	10.9
O=C(COc1cc2oc(=O)c3c(c2cc1Cl)CCC3)OCc1ccccc1	1.0	1.2	0.1	14.6
C=CCN1C(=S)N(c2ccc(C(=O)OCC)cc2)C(=O)C1CC(=O)Nc1ccc(OC)cc1 (centres undefined)	-7.5	1.5	-0.3	-8.5

Structures listed so far with bromine:
SMILES	MITF inh	GPR151 activ	FBW7 act	TEAD-YAP block
CN(C)C(=O)/C(=C\c1cccc(Br)c1)NC(=O)c1ccccc1	8.0	0.7	0.0	1.7
CN1C(=O)CC(C(=O)Nc2ccc(Br)cc2)SC1=Nc1cccc(F)c1 (centres undefined)	9.3	0.0	0.1	8.5

The listing continues:
SMILES	MITF inh	GPR151 activ	FBW7 act	TEAD-YAP block
O=C(NC(=S)Nc1ccccc1O)C1CCCCC1	13.8	1.9	0.4	-18.6
CCn1cc(C(=O)O)c(=O)c2cc(S(=O)(=O)N(C)C)ccc21	3.5	1.8	0.0	0.4
COc1ccccc1N1CCN(C2CC(=O)N(c3ccc(C)cc3)C2=O)CC1 (centres undefined)	13.4	-0.4	0.3	7.5
COc1cc2c(C(=O)N(C)c3cc(C)ccc3C)cn(C)c(=O)c2cc1OC	0.9	1.5	0.0	-9.5
CCOC(=O)c1ccoc1CSc1nnc(Nc2ccc(C)cc2)s1	1.5	1.1	-0.1	-7.8
CCOC(=O)c1ccc(NC(=O)C(=O)N2CCc3cc(OC)c(OC)cc3C2C)cc1 (centres undefined)	-6.8	-3.3	0.2	-4.4
COc1ccc(CCNC(=O)CSc2nc3ccsc3c(=O)n2Cc2ccccc2F)cc1OC	4.4	2.7	0.0	-0.7
COc1ccc2nc(C)c3cc(C)oc3c2c1	16.3	1.0	0.4	7.5
COC(=O)c1c(NC(=O)COc2ccc(Cl)c(C)c2)sc2c1CCC(C)C2 (centres undefined)	-10.2	-0.2	0.1	1.8
CC(=O)N(/N=C1\Oc2ccc3c(C)cc(=O)oc3c2C1=O)c1ccccc1	8.4	0.9	0.1	-11.2
CCOC(=O)/C(=C\C=C(C)C)C(=O)c1ccc([N+](=O)[O-])cc1	23.6	-0.5	0.3	6.1
O=C(Oc1ccc(-c2cnc3ccccc3n2)cc1)c1ccccc1Br	14.8	-0.8	0.1	-0.9
CCC(C)(C(=O)NC1CCCC1)N(C(=O)CNC(C)=O)c1ccccc1 (centres undefined)	7.2	-1.0	-0.1	12.7
Cc1cc(C)cc(NC(=O)NCc2ccc(C#N)cc2)c1	-7.3	0.5	-0.2	-1.4
Cc1ccc(SCCCCN2C(=O)NC(C)(C)C2=O)cc1	-3.5	0.6	-0.3	-15.3
Nc1cc(=O)nc(SCC(=O)Nc2nccs2)n1-c1ccc(F)cc1	-0.5	5.1*	-0.3	5.0
CCCn1c(=O)c2ncoc2c2ccccc21	3.3	0.4	0.1	-16.9
O=C(c1ccc(SCc2cccnc2)c([N+](=O)[O-])c1)N1CCCC1	13.4	-0.2	0.0	-7.8
COc1ccc(OCC2c3cc(OC)c(OC)cc3CCN2C(=O)C23CC4CC(CC(C4)C2)C3)cc1 (centres undefined)	4.8	0.0	-0.2	-5.0
